Bioassay records from PubChem BioAssay.
FXIIa inh = human FXIIa protease inhibitors, primary screen, biochemical, 1536-well. actives 0.3% (n = 220,000). inhibition, % at 5 µM. Coagulation factor XII (Homo sapiens), P00748. purified FXIIa, Boc-QGR-AMC fluorogenic substrate, 2 h; in the data active = inhibition above about 40%;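 note: 0% = enzyme with no compound and 100% = blank without enzyme; many of its hits are not listed in these tables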
Rad51 HR inh = human RAD51 strand exchange inhibitors, primary screen, biochemical, fluorescence. hRad51 DNA strand exchange, fluorescence dequenching. DNA repair protein RAD51 homolog 1 (Homo sapiens), Q06609. actives 0.085% (n = 200,000). AID 1385, 2008. inhibition, % at 10 µM;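 active = inhibition above 40% at the single screening dose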;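 note: 0% = DMSO control wells and 100% = blanks with heterologous ssDNA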
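System: human Rad51 nucleoprotein filaments preassembled on unlabelled ssDNA. Reagent: labelled 47-mer dsDNA for strand exchange. Schedule: 30-min compound preincubation and 15-min exchange, both room temperature. Measured by: FRET fluorescence dequenching, excitation 485 nm, emission 520 nm. Read-out: Fluorescence-based percent inhibition, control- and blank-normalised. Benchmarks: plate controls and plate blanks.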
PERK inh = block of dimerizer-induced PERK translation repression, primary screen, PERK inhibitor project, CHO PERK-DD cells, SEAP luminescence, HTS; Eukaryotic translation initiation factor 2-alpha kinase 3 (Homo sapiens), Q9NZJ5; actives 0.17% (n = 220,000); CHO PERK-DD fusion, SEAP luminescence translation reporter; inhibition, % at 5.6 µM; AID 1416, 2008;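 active = inhibition above the mean inhibition of all tested compounds plus 3 SD, set separately per screening campaign, cut at about 2.9% in these data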;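 note: PERK kinase domain activated by AP20187 dimerizer at 100 nM; 0% = DMSO with dimerizer and 100% = rapamycin at 8.4 µM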
thrombin 1536 = human alpha-thrombin inhibitors, primary screen, counter-screen for coagulation protease inhibitor project, biochemical, 1536-well, fluorogenic AMC substrate; Prothrombin (Homo sapiens), P00734; Boc-VPR-AMC fluorogenic substrate cleavage; inhibition, % at 5 µM; actives 0.26% (n = 220,000); AID 1046, 2008;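 active = inhibition at or above 40%; inactive = inhibition below 40%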;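 note: 0% = enzyme with no compound and 100% = wells without enzyme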
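Test system: human alpha-thrombin; medium: pH 7.5 Tris-saline with Tween 20; times: reaction at room temperature; signal: AMC fluorescence at 355 nm excitation and 460 nm emission; also added: Boc-VPR-AMC substrate, 15 µM final; dosing: one concentration per compound, 5 µM, with 0.2% DMSO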
KCC2 mod = KCC2 cotransporter modulators, thallium flux, primary screen, cell-based, HEK293 KCC2, FluoZin-2 fluorescence, MLSMR; Solute carrier family 12 member 5 (Homo sapiens), Q9H2X9; KCC2 cells, thallium flux FluoZin-2 fluorescence; B-score of Tl+ flux slope (higher = more flux/activation; lower = inhibition) at 10 µM; actives 2.2% (n = 190,000); AID 1456, 2008;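 active = thallium flux slope and its plate-corrected score both differing from the plate sample mean at a set confidence after two filtering rounds, in either direction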;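 note: slope of fluorescence scaled to starting intensity during 10 to 20 s after thallium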
m-calpain inh = inhibitors of pig calpain II, primary screen, biochemical, fluorogenic peptide substrate, 1536-well; purified calpain II, 30 min; inhibition, % at 16 µM; actives 0.37% (n = 220,000);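 active = inhibition above about 50%, limit read from the data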
FXIa inh 1536 = human FXIa protease inhibitors, primary screen, biochemical, 1536-well. purified FXIa, Boc-Glu-Ala-Arg-AMC fluorogenic substrate. actives 0.14% (n = 220,000). inhibition, % at 5 µM. AID 798, 2007;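 active = inhibition of at least 40%; inactive = inhibition below 40%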;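 note: fluorescence of freed AMC excited at 355 nm; 0% = enzyme without compound and 100% = no enzyme blank; many of its hits are not listed in these tables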
Target sequence (P03951 19-387 limits assumed): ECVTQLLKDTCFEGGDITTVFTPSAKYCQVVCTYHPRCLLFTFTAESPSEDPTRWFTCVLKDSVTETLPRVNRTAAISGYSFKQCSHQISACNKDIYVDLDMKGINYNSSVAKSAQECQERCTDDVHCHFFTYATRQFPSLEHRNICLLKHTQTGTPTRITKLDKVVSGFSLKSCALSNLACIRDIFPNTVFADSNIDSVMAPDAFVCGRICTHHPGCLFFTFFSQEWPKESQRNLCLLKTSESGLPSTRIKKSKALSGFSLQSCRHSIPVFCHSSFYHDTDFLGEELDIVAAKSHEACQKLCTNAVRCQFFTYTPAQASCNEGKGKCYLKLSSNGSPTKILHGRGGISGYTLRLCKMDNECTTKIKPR
Target sequence (P03951 388-625 limits assumed): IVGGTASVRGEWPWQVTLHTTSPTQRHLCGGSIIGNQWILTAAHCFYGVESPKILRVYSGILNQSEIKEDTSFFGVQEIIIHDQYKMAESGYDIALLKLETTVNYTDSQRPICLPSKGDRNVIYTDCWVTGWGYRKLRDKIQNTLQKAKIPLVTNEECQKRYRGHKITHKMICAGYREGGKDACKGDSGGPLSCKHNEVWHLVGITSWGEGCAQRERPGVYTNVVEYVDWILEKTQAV
hK5 inh = human KLK5 protease inhibitors, primary screen, biochemical, 1536-well; recombinant hK5, fluorogenic AMC substrate cleavage; inhibition, % at 5 µM; actives 0.59% (n = 210,000);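 active = inhibition of 40% or more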;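 note: 0% = enzyme controls without compound and 100% = no-enzyme blanks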
Target sequence (Q9Y337 67-293 limits assumed): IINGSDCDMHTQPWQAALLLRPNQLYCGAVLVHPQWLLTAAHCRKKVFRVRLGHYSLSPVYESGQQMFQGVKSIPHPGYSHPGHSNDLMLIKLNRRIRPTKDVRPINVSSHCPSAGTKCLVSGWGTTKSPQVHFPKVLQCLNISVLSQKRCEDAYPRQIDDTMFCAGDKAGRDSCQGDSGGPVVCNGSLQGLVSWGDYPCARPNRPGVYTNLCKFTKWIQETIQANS
Furin inhibitor = human furin inhibitors, primary screen, biochemical, fluorescence intensity | actives 0.061% (n = 220,000) | purified furin, fluorogenic substrate cleavage | AID 463115, 2010 | inhibition, % at 30 µM; in the data active = inhibition above about 25%; note: inactives centre near -15
* = called active by the depositor; i = inactive; . = no result given; [ ] = remark or other dose. An excerpt. The share of hits here may be higher or lower than overall.

SMILES	FXIIa inh	Rad51 HR inh	PERK inh	thrombin 1536	KCC2 mod	m-calpain inh	FXIa inh 1536	hK5 inh	Furin inhibitor
O=C1CN(c2nnnn2-c2ccccc2)CCN1	18	-2	-0.3	-7	0.13	-41	-2	2	-4[20 µM]
Cc1cc2cc(C)c3nnc(SCC(=O)Nc4ccc(S(=O)(=O)N5CCCCC5)cc4)n3c2cc1C	19	-3	-0.6	1	-0.34	-55	10	-21	-6
CN(C)CC(O)CN1C(=O)N(CN2C(=O)N(CC(O)CN(C)C)C(=O)C2(C)C)C(C)(C)C1=O (centres undefined)	9	38	1.1	-10	1	-25	6	8	-33
COc1ccc(C)cc1S(=O)(=O)N(CC(=O)Nc1cc([N+](=O)[O-])ccc1C)c1ccc(C)c(C)c1	5	6	0.7	-7	-0.2	-27	3	4	-16
O=C(NCC1CCCO1)C1CCN(CC2CCCCC2)CC1 (centres undefined)	-5	-1	0.3	-6	0.46	-30	-3	-8	-16
COCCNC(=O)c1cccc(NS(=O)(=O)c2cccc3cccnc23)c1	10	19	1.4	-4	-3	-8	7	-11	4
CCCSC1=C(C#N)C2(CCCCC2)C(C#N)=C(N)N1	2	-33	2.3	4	-1.7	25	-2	-7	-12
O=C1c2cccc3cccc(c23)C(=O)N1/N=C/c1ccc(O)cc1O	8	.	0.8	4	0.27	-10	1	2	-17
CCCC1Cc2c(sc3ncnc(N)c23)CO1 (centres undefined)	-1	3	-0.7	1	.	-5	-5	-19	-4[20 µM]
CCN1CCN(C(=O)Nc2ccc(OC)cc2OC)CC1	21	-20	1.0	18	0.038	12	27	18	-7
O=S(=O)(NC1=NCCC1)c1ccc(F)cc1	-4	0	1.5	-5	0.18	31	-8	2	-21[20 µM]
NS(=O)(=O)c1ccc(NC(=S)Nc2ccc(F)c(F)c2)cc1	20	-3	1.2	-3	0.91	11	10	-19	-8

One compound at a time (already shown). Order of values: FXIIa inh | Rad51 HR inh | PERK inh | thrombin 1536 | KCC2 mod | m-calpain inh | FXIa inh 1536 | hK5 inh | Furin inhibitor
Shown for CCCSC1=C(C#N)C2(CCCCC2)C(C#N)=C(N)N1 : 2 | -33 | 2.3 | 4 | -1.7 | 25 | -2 | -7 | -12
Shown for O=C1CN(c2nnnn2-c2ccccc2)CCN1 : 18 | -2 | -0.3 | -7 | 0.13 | -41 | -2 | 2 | -4[20 µM]
Shown for COCCNC(=O)c1cccc(NS(=O)(=O)c2cccc3cccnc23)c1 : 10 | 19 | 1.4 | -4 | -3 | -8 | 7 | -11 | 4
Shown for CCN1CCN(C(=O)Nc2ccc(OC)cc2OC)CC1 : 21 | -20 | 1.0 | 18 | 0.038 | 12 | 27 | 18 | -7

Carrying on.
SMILES	FXIIa inh	Rad51 HR inh	PERK inh	thrombin 1536	KCC2 mod	m-calpain inh	FXIa inh 1536	hK5 inh	Furin inhibitor
CCOC(=O)C1=C(N)n2c(s/c(=C\c3cccs3)c2=O)=C(C(=O)OCC)C1c1cccs1 (centres undefined)	4	-4	0.6	-5	.	-94	-4	4	0
N#C/C(=C\c1ccc(OCc2ccc(F)cc2)cc1)C(=O)Nc1cccc(C(=O)O)c1	11	-7	1.3	-2	-1.9	2	1	4	-6
COc1ccc(CN2CCCC(CNC(=O)c3ccc(F)cc3)C2)cc1OC (centres undefined)	9	8	0.8	-12	-0.018	5	-3	.	-25
Cc1ccc2cc(C)c(SCC(=O)Nc3ccc(S(=O)(=O)N4CCCC4)cc3)nc2c1	9	2	0.1	1	-1.8	-56	1	6	-28
Cn1nc([N+](=O)[O-])nc1Oc1ccccc1C(=O)N1CCOCC1	-2	7	1.7	1	-0.06	-26	-3	-16	-36
COc1ccc(NC(=O)CC(NCc2ccccn2)C(=O)O)cc1 (centres undefined)	5	-26	-0.5	0	0.027	15	-3	-15	-9
COc1ccc(Cl)cc1NC(=O)c1cccnc1	14	-2	-0.1	-10	-0.97	6	1	-20	-30
COC(=O)c1cc(NC2c3ncccc3C(=O)N2Cc2ccccc2)cc(C(=O)OC)c1 (centres undefined)	11	4	-0.8	6	.	-2	7	-2	-6
CCOC(=O)Cn1c(=N)n(CCOc2ccc(F)cc2)c2ccccc21	7	.	-0.8	-12	0.44	-25	-2	0	-3
O=C(Nc1ccc(-c2nc3ncccc3o2)cc1)c1ccc(Br)o1	16	-3	-1.4	4	-0.013	-47	2	6	-13[20 µM]
CC(C)=C1C(=O)NN(c2ccc(C)c(Cl)c2)C1=O	7	.	0.6	-7	-0.21	-5	8	-18	-12
CCc1nc2scc(-c3cccs3)c2c(=O)o1	22	-8	1.3	0	-0.031	-50	17	-4	-23[20 µM]
O=C(NCc1nc2ccccc2[nH]1)C1=C[C@@H](c2csc3ccccc23)C[C@@H](OCCCCO)O1	5	-12	.	-2	0.021	-51	-1	0	-16
CCC(C)(C)n1nnnc1C(c1cc2cc(OC)c(OC)cc2[nH]c1=O)N1CCc2ccccc21 (centres undefined)	-1	0	-1.3	-2	-0.5	-22	-4	-9	-7
CCN(CCCNC(=O)C1CCN(S(=O)(=O)CC)CC1)c1cccc(C)c1	13	8	-0.1	-2	0.053	8	0	-3	-7
COc1ccc(OCC(O)CNC(=O)Nc2ccccc2)cc1 (centres undefined)	5	22	0.7	-1	-0.0037	8	3	-2	-12
COc1ccc(S(=O)(=O)N2CCC(C(=O)Nc3ccccc3C)CC2)c2cccnc12	2	-35	-0.9	5	-0.2	-76	1	-26	-12[20 µM]
COc1ccc(-c2noc(CSc3nc(N)c(-c4ccccc4)c(=O)[nH]3)n2)cc1	12	-2	-0.4	-3	.	1	0	10	-22
CC1(C)CC(=O)C(Br)=C(O)C1	0	-3	0.0	3	0.52	-5	-4	-21	-42
Cc1ccc2[nH]c3c(N4CCOCC4)ncnc3c2c1	-7	8	-0.6	-7	-0.054	-383	-12	15	-22[20 µM]
Cc1c2c(n3c(nc4ccccc43)c1C#N)N(CCCN(C)C)CC2	-5	1	0.5	-21	-1.5	i	-13	-11	-64
O=C(/C=C/c1ccccc1F)c1ccoc1	15	2	1.9	2	.	10	4	1	-18[20 µM]
COc1ccc(CCNC(=O)COC(=O)CCC(=O)c2ccc(F)cc2)cc1OC	9	5	0.7	0	-0.83	-22	-1	1	-26
Cc1ccc(S(=O)(=O)[N-]c2nc3ccccc3nc2-n2cc[n+](Cc3ccccc3)c2)cc1	3	14	-1.3	0	-0.76	-70	0	-1	-13
CC1CCN(C(=O)CCNC(=O)Cn2cnc3sc4c(c3c2=O)CCCC4)CC1	7	8	-1.6	-8	-2.9	8	-11	2	-5[20 µM]
O=C(NCCC1=CCCCC1)C1CCCN(S(=O)(=O)c2cnc[nH]2)C1 (centres undefined)	10	0	1.6	13	.	11	32	14	-35
O=C(Nc1nc2n(n1)C(c1ccccc1)CC(c1ccc(Cl)cc1)N2)c1ccco1 (centres undefined)	16	1	-0.4	1	-1.4	-95	4	-19	-17
CC1(C)CC(=O)C(C=NCCN2CCN(C(=O)c3ccc(F)cc3)CC2)=C(O)C1	17	2	1.7	2	1.7	-10	12	-10	1[20 µM]
CC(C)(C)c1nc2scc(-c3ccc(Br)cc3)c2c(=O)o1	1	-6	1.3	-26	0.052	-7	-9	-7	-17
COc1cccc(OCc2nnc(SCC(=O)OC3CCCCC3)n2C)c1	11	5	-0.2	-5	-1.5	6	23	-26	-21
Fc1ccc(-c2ccc(-c3nn4c(-c5ccco5)nnc4s3)o2)cc1	5	-11	0.6	-2	-1.3	-73	-3	0	-24[20 µM]
O=C(NC(=S)Nc1ccc(Cc2ccncc2)cc1)c1ccccc1	17	12	-0.5	-4	2.6	-1	29	5	-16
Cc1cc(-c2ccccc2)nc(Oc2cccc(C(F)(F)F)c2)c1S(C)(=O)=O	10	-2	-0.3	-8	0.38	32	15	0	-32[20 µM]
CCCCC(O)(CCCC)C(=O)NN(C(=O)OCC)c1ccccc1	0	0	-0.5	-10	-0.18	15	-11	-10	-23
CCCC/C(O)=C1\C(=O)CC(C)(C)CC1=Nc1ccc(OC)cc1	2	3	-0.8	-6	-1.5	19	-9	1	-2[20 µM]
O=C(CSc1nc2c(c(=O)n1-c1ccc(Br)cc1)SCC2)Nc1nccs1	7	-1	-1.0	5	-0.033	12	9	6	-19
O=C(c1ccc(F)cc1)c1cc2ccccc2o1	-10	0	1.0	-2	-0.085	24	-8	-3	-23
CC(=O)Nc1ccc(OCC=C(Cl)Cl)cc1	12	-2	1.0	-6	-0.89	-12	1	-2	-15[20 µM]
CCC(CO)NC1=C([N+](=O)[O-])C(=O)CC(C)(C)C1 (centres undefined)	18	-5	1.0	15	-0.62	14	18	50*	-10
O=C(COC(=O)CSc1ccc2ccccc2c1)NC1CC1	12	-10	0.5	2	0.32	-5	6	-1	-14
CCCC(=O)Nc1ccc(C(=O)NCc2ccccc2Cl)cc1	13	-2	0.1	-3	1.4	6	5	-5	-10[20 µM]
CC(C)CNc1nc(=S)nc(N(C)C)[nH]1	6	1	1.5	1	.	-3	-3	-14	-11[20 µM]
COc1ccc(NC(=O)C2CCCN2C(=O)NCc2ccccc2)c(OC)c1 (centres undefined)	15	-9	-0.2	3	.	4	6	-10	-17
Cc1cccc(NC(=O)CCCSc2nc3ccccc3[nH]2)c1	13	3	-0.3	-5	-1.3	2	5	-16	-2
O=C(c1coc(=O)c(Br)c1)N1CCCc2ccccc21	-15	-11	1.9	4	.	.	-10	-71	-31
Cc1ccc(N(C(C)C(=O)N2CCOCC2)S(C)(=O)=O)cc1C (centres undefined)	5	0	-1.4	0	-0.087	-16	-8	7	-10
CCC(=O)c1ccc(N2CCN(C(=O)c3cc([N+](=O)[O-])ccc3F)CC2)c(F)c1	7	-11	1.5	6	1.1	12	1	-2	-16
CNC(=O)c1[nH]cnc1C(=O)Nc1ccccn1	3	8	0.4	-4	0.58	-19	-5	-3	-27
Cc1ccsc1/C=N/N1CCN(c2ccccn2)CC1	9	-8	0.9	-5	-0.36	-2	4	-6	-23
CCc1ccc2c(c1)C1(SC(NC(C)=O)=NN1C(C)=O)C(=O)N2CC (centres undefined)	2	6	0.9	-10	-0.095	-13	-4	1	-16
COC(=O)c1c(NC(=O)c2nc3nc(C)cc(C(F)F)n3n2)sc2c1CCC2	-1	5	0.9	-6	.	-67	2	0	-20
Nc1ccc(-c2nc3nc(N)nc(N)c3nc2-c2ccc(N)cc2)cc1	13	20	0.1	3	0.69	5	6	3	-6
Cc1ccc(CNC(=O)C2CCCN(S(=O)(=O)c3cnc[nH]3)C2)cc1 (centres undefined)	-5	4	0.1	-1	-0.3	18	-6	-5	-8
